Bioassay records as filed in PubChem.
GCN5L2 inh = GCN5L2 (KAT2A) acetyltransferase inhibition; GCN5L2 HAT assay, ThioGlo1 CoA-SH fluorescence; Potency, µM (top dose mostly 58.9 µM), for inactives: at the top dose activity change, negative = inhibition, usual class: inhibitors; actives 0.21% (n = 390,000); AID 504327
Target sequence (Q92830 whole entry, looked up): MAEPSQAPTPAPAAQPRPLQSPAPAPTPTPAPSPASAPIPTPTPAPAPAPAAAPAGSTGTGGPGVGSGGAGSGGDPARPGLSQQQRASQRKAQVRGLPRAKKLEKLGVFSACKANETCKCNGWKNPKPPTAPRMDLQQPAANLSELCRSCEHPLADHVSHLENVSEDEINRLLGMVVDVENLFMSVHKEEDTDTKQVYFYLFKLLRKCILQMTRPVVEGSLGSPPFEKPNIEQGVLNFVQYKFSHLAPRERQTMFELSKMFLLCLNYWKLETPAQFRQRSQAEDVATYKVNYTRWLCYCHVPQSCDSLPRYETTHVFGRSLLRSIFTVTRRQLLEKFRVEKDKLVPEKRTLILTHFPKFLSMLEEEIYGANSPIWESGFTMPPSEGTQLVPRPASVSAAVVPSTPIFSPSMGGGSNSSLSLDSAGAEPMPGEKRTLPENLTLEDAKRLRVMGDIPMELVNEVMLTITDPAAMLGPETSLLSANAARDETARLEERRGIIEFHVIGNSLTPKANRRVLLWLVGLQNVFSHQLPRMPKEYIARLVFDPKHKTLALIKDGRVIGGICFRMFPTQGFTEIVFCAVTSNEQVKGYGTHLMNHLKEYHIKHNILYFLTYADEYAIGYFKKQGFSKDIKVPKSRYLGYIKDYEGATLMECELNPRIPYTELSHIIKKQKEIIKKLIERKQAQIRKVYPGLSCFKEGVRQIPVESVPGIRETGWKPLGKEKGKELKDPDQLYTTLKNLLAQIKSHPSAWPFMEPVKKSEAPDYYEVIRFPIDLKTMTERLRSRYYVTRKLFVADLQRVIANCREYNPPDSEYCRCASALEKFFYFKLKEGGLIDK
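Preincubate 20nM GCN5L2 with compound 15 min, RT → add 50uM ThioGlo1 + 75uM H3(1-25) + 70uM acetyl-CoA → read fluorescence 0 and 20 min. Primary qHTS; fluorescent artifacts likely.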
DT40 TDP1 CPT = growth inhibition of DT40 Tdp1-/-;hTDP1 cells with camptothecin (screen for TDP1 inhibitors). chicken DT40 Tdp1-/-;hTDP1 cells + 20 nM CPT, ATP luminescence, 48 h. Potency, µM (doses to about 46.2 µM), for inactives: at the highest dose activity change, negative = growth inhibition, actives largely listed as inhibitors. actives 12% (n = 420,000). AID 686979; further: nearly all actives have a fitted effect of over 55% in size
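Chicken DT40 Tdp1-/- cells stably complemented with human TDP1 were seeded at 400 cells/well in medium containing 20 nM camptothecin, exposed to pin-transferred compounds, and grown at 37 °C for at least 48 hr. Viability was read as ATP luminescence.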
TDP1 cell noCPT = qHTS for Inhibitors of human tyrosyl-DNA phosphodiesterase 1 (TDP1): qHTS in cells in absence of CPT. actives 15% (n = 420,000). Potency, µM (doses to about 46.2 µM), inactives show at the highest dose activity change, negative = growth inhibition, most hits filed as inhibitors. DT40 Tdp1-/- hTDP1 cells, no CPT, ATP luminescence, 48 h. AID 686978, 2013; further: nearly all actives have a fitted effect of over 55% in size
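Growth kinetics read by CellTiter-Glo luminescence after ≥48 hr at 37 °C. Cells: DT40 Tdp1-/- stably carrying human TDP1, 400 per well, compound exposure in the absence of CPT (DMSO vehicle).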
Active calls of the source: *; u = inconclusive; x = not tested or not shown; & = joins results of further samples; [ ] = dose if it differs, or a comment. The call rests on the fitted dose curve; in most records, active means well fitted curve in the direction sought with a large enough effect; inconclusive means small, poorly fitted or top-dose-only effect, or another doubt; inactive means no such curve, though single readings can be large; an effect the other way counts as inactive or inconclusive. On the % scale 0 is the no-effect control and ±100 the full control effect; potency means the concentration at half of the fitted maximal effect. Not all compounds are listed (hit frequency here may not be typical).

Sample of the layout, two compounds:
SMILES	GCN5L2 inh	DT40 TDP1 CPT	TDP1 cell noCPT
CCN(CC)c1ccc(NC(=O)c2ccccc2F)cc1S(=O)(=O)Nc1ccccc1OC	-7%	u	u
Nc1ccc(Cl)cc1C(=O)c1ccc[nH]1	x	2%	-13%

Main list, repeating the preview:
SMILES	GCN5L2 inh	DT40 TDP1 CPT	TDP1 cell noCPT
CCN(CC)c1ccc(NC(=O)c2ccccc2F)cc1S(=O)(=O)Nc1ccccc1OC	-7%	u	u
Nc1ccc(Cl)cc1C(=O)c1ccc[nH]1	x	2%	-13%
O=C(CCC1CCN(C(=O)c2cccc(Cl)c2F)CC1)Nc1ccccc1	u	u	u
O=C(O)C1C2C=CC(O2)C1C(=O)NCCC1=CCCCC1 (centres undefined)	-13%	1%	-13%
Cc1cc(C)nc(NS(=O)(=O)c2ccc(-n3cccc3)cc2)n1	u	-7%	-13%
Cc1ccc(O)c(C(=O)c2cnc3c(c2)CN(CCC(C)C)C(=O)N3)c1	1%	10µM*	12µM*
Cc1cccc2c1N(CCCOc1ccccc1)C(=O)C2=O	-8%	9.2µM*	16µM*
CCn1cc(C(=O)NCc2ccccc2Cl)c(=O)c2cc(S(=O)(=O)N3CCOCC3)ccc21	-3%	-20%	-23%
COc1cccc2sc(N3CCN(c4nc5ccccc5s4)CC3)nc12	-16%	u	u
Cc1ccc(Cl)cc1NS(=O)(=O)c1ccccc1	x	-6%	u
Cc1ccc2cc(C3C(C#N)=C(N)Oc4c3ccc3cccnc43)c(=O)[nH]c2c1 (centres undefined)	45%	u	u
CCOc1ccc2nc(N3CCN(C(=O)C(C)C)CC3)sc2c1	-4%	u	u
C/C(=C\C(=O)C(F)(F)F)Nc1ccc(C(F)(F)F)cc1	-3%	-11%	-10%
CC1CCCC(N2CCN(S(=O)(=O)c3ccccc3)CC2)C1 (centres undefined)	1%	-7%	u
CCCCC(=O)NC(c1cccc([N+](=O)[O-])c1)c1ccc2cccnc2c1O (centres undefined)	x	3.7µM*	2.9µM*
COc1ccc(C2CC(Cn3cc(C#N)c(=O)n(C)c3=O)ON2C)cc1 (centres undefined)	-7%	2%	0%
Cc1cccc(NC(=O)CCS(=O)(=O)c2ccccc2)n1	-5%	-5%	-6%
CC(Oc1ccc2c3c(c(=O)oc2c1)CCCC3)C(=O)NCC1CCC(C(=O)O)CC1 (centres undefined)	-1%	2%	25%
CN(C)CCCn1cc(C2=C(c3c[nH]c4ccccc34)C(=O)NC2=O)c2ccccc21	-10%&-19%&-19%	-122%	24µM*
CC(=O)NC(c1ccc(Cl)cc1)c1ccc2cccnc2c1O (centres undefined)	x	4.1µM*	2.6µM*

Taken from above.
For TDP1 cell noCPT, CN(C)CCCn1cc(C2=C(c3c[nH]c4ccccc34)C(=O)NC2=O)c2ccccc21 is listed with 24µM*
For GCN5L2 inh, Cc1ccc2cc(C3C(C#N)=C(N)Oc4c3ccc3cccnc43)c(=O)[nH]c2c1 (centres undefined) is listed with 45%
For DT40 TDP1 CPT, Cc1cc(C)nc(NS(=O)(=O)c2ccc(-n3cccc3)cc2)n1 is listed with -7%

Two successive compounds out of the list so far:
SMILES	GCN5L2 inh	DT40 TDP1 CPT	TDP1 cell noCPT
Cc1ccc(Cl)cc1NS(=O)(=O)c1ccccc1	x	-6%	u
Cc1ccc2cc(C3C(C#N)=C(N)Oc4c3ccc3cccnc43)c(=O)[nH]c2c1 (centres undefined)	45%	u	u

New compounds follow
SMILES	GCN5L2 inh	DT40 TDP1 CPT	TDP1 cell noCPT
Cc1cc(=O)[nH]c(SCc2nc3ccccc3n2Cc2ccccc2)n1	-25%	-13%	-5%
O=C(COC(=O)Cc1ccccc1F)NC(=O)NC1CCCC1	-1%	-1%	-20%
CCOC(=O)c1nc(NCCc2ccccc2)sc1C	-16%	u	-30%
COc1ccc(/C=N/c2c(-c3ccco3)nc3ccccn23)cc1OC	-6%	u	u
O=C1Nc2ccc([N+](=O)[O-])cc2OC1CCN1CCN(c2ccccc2)CC1 (centres undefined)	-11%	-11%	u
CCc1ccc(NC(=O)CS(=O)CC(=O)Nc2ccc(N3CCOCC3)cc2)cc1 (centres undefined)	-29%	-11%	u
O=C(c1cnn2cccnc12)N1CCOc2ccc(C(O)C(c3ccccc3)c3ccccc3)cc2C1 (centres undefined)	x	-1%[9.04 µM]	u
CCC(=O)Nc1ccc(NC(=O)c2c(C)nc3ccccn23)cc1	-7%	-1%	0%
CCn1c(=O)c(C(=O)NCc2cccnc2)c(O)c2ccccc21	-9%	u	u
O=C(NCC(c1cccs1)S(=O)(=O)c1cccs1)c1ccc(C(F)(F)F)cc1 (centres undefined)	-12%	u	u
COc1ccc2oc(=O)c(C(=O)NCc3ccccc3)cc2c1	-1%	u	-10%
O=C(CCC1COc2ccccc2O1)Nc1ccc(Cl)cn1 (centres undefined)	2%	-6%	-3%
Cc1sc2ncnc(N3CCC(C(=O)Nc4nc(-c5cccs5)cs4)CC3)c2c1C	-9%	10µM*	8.2µM*
CC1(C(=O)Nc2ccc3c(c2)OCCO3)CN(S(C)(=O)=O)CC(=O)N1CC(F)(F)F (centres undefined)	x	40%[activator]	21%
O=C(COC(=O)c1cnccn1)c1cccc([N+](=O)[O-])c1	-1%	-17%	-14%
CCCCCc1ccc(-c2ccc(/C=C/C(N)=O)cc2)nc1	-6%	-16%	-23%
COc1ccc(S(=O)(=O)c2nnn(-c3cccc(OC)c3)c2N)cc1	-1%	u	-28%
COc1ccccc1C(=O)C1CCCN(C(=O)CN2CCCCC2=O)C1 (centres undefined)	-3%	7%	11%
COc1ccc(C(C#N)N2N=C(C)CC2c2ccccc2)cc1OC (centres undefined)	-6%	-1%	-1%
O=C(Nc1ccc(-c2nc3ccc(NC(=O)c4cccs4)cc3[nH]2)cc1)c1cccs1	0%	1.6µM*	1.6µM*
CCCS(=O)(=O)N1CCN(c2ccccn2)CC1	-2%	-24%	-6%
Fc1ccc(-c2noc3ncnc(NC4CCCCC4)c23)cc1	0%	u	u
O=C(c1ccco1)N1CCN(C(=O)c2cc(-c3ccccn3)nc3ccccc23)CC1	-2%	-11%	u
COc1cccc(Cn2cnc(-c3ccccc3OC)c2-c2cccs2)c1	x	u	u
COc1cccc(C(=O)Nc2cccc(C(=O)OCc3cc(=O)n4nc(C(C)C)sc4n3)c2)c1	6%	-11%	-16%
COc1ccc2c(Cl)c(-c3nnc(SCC(=O)c4ccccc4)n3C)sc2c1	1%	u	u
OCCC1CN(C2CCN(c3ccccc3F)CC2)CCN1Cc1ccccc1 (centres undefined)	-8%	-21%	-23%
COc1cccc(NC(=O)c2cc(-c3ccc(C)o3)nc3ccccc23)c1	-15%	u	u
Nc1ncncc1-c1ccc2ccccc2c1	-6%	-23%	u
O=c1c2c(-c3cccs3)csc2ncn1/N=C/c1ccc(OC(F)F)cc1	1%	-16%	u
C1CCN(CCC2CCCCN2)CC1 (centres undefined)	x	4%	2%
CN(C)c1ccc(C=NC2CCc3ccccc32)cc1 (centres undefined)	x	-1%	-20%
CC(=O)N1CCN(S(=O)(=O)c2ccc(F)c(Cl)c2)CC1	9%	0%	-4%
O=C(NCc1ccccc1)C(c1ccccc1F)N(CC1CCCO1)C(=O)c1ccccn1 (centres undefined)	2%	u	-11%
O=C(NCCS(=O)(=O)N1CCN(C(=O)c2ccco2)CC1)c1ccccc1	x	-4%	-8%
CC(C)(C)OC(=O)N1CCC[C@H]1C(=O)N1CCC[C@H]1C(=O)NCc1ccc(F)cc1F	x	-1%	-17%
COc1cc(O)c(C(CCN2CCN(c3ccccc3)CC2)c2cc(OC)c(OC)c(OC)c2)c(OC)c1 (centres undefined)	-15%	21µM*	23µM*
CC(C)(C)c1ccc(CN2C(=O)c3ccccc3S2(=O)=O)cc1	-9%	u	21µM*
O=C(CN1c2ccccc2Sc2ccccc21)NNC(=O)Nc1cccc(Cl)c1	-5%	23µM*	10µM*
O=C(/C=C\Nc1cccc(F)c1)c1ccc2c(c1)OCO2	3%	u	u

Other records follow.
Results follow in this order: GCN5L2 inh | DT40 TDP1 CPT | TDP1 cell noCPT
- CCOC(=O)[C@H]1[C@H]2COc3ccc(Cl)cc3[C@@H]2N2C(=O)CN(Cc3ccc(OC)cc3)C(=O)[C@@]12C
  1% | u | 18µM*
- CC(=O)N/C(=N/c1nc(C)cc(C)n1)Nc1cccc(C)c1C
  -9% | -17% | u
- CCn1nc(C)c(CN2CCN(Cc3ccc(OC)c(C)c3C)C(CCO)C2)c1C (centres undefined)
  3% | u | u
- Cc1c(C(=O)Nc2ccc(S(N)(=O)=O)cc2)oc2ccc(Cl)cc12
  -2% | 35%[activator] | 4%
- CCOc1ccc(Oc2ccc(Cl)cc2NC(=O)CCNC(C)=O)cc1
  -9% | -18% | u
- COc1ccc(CC(=O)NCC2CCCN(Cc3ccccc3OC)C2)cc1 (centres undefined)
  -15% | -16% | -30%
- CC(C)N1C(=O)CCC1C(=O)NC1CCCC1 (centres undefined)
  -18% | -4% | -6%
- O=C(Nc1ccc2nc(SCc3ccccc3)sc2c1)c1ccccc1F
  -12% | 16µM* | 13µM*
- COC(=O)C1=C(C)N(CCc2ccc(OC)c(OC)c2)C(=O)C1
  1% | 2% | -9%
- Cc1cc(C(=O)NC2CCCc3ccccc32)ccc1[N+](=O)[O-] (centres undefined)
  -7% | u | u
- Cc1ccc(C(=O)N2CCC(Cc3ccccc3)CC2)cc1S(=O)(=O)N1CCOCC1
  -9% | u | 9.2µM*
- Cc1cc(C)cc(N(C)S(=O)(=O)c2nnc(NC(=O)C(C)C)s2)c1
  -7% | -15% | -26%
- CCC(=O)Nc1cc(SCCO)cc([N+](=O)[O-])c1
  -5% | -12% | -9%
- COc1ccc(C2(C)NC(=O)N(CC(=O)Nc3ccc4c(c3)CCC4)C2=O)cc1OC (centres undefined)
  2% | 2% | -3%
- C/C(=N\NC(=O)c1ccc(Cl)cc1)c1cccc(NC(=O)C(C)C)c1
  2% | -9% | 1%
- c1ccc2nc(N3CCOCC3)cnc2c1
  -2% | 4% | -1%
- CCCc1cc(N2CCCC(C(=O)Nc3cc(Cl)ccc3OC)C2)n2ncnc2n1 (centres undefined)
  x | -29% | -17%
- CCOc1ccc(C(=O)NC2CCN(C(=O)Nc3ccccc3OC)CC2)cc1
  -4% | -11% | -21%
- Cc1ccc2occ(C(=O)c3ccco3)c(=O)c2c1
  -19% | u | u
- O=C(N/N=C\c1ccc(Oc2ccccc2)cc1)c1csnn1
  -5% | -1% | -24%

Just DT40 TDP1 CPT, for 5 of the compounds above:
molecule,DT40 TDP1 CPT
C/C(=N\NC(=O)c1ccc(Cl)cc1)c1cccc(NC(=O)C(C)C)c1,-9%
CCC(=O)Nc1cc(SCCO)cc([N+](=O)[O-])c1,-12%
COc1ccc(C2(C)NC(=O)N(CC(=O)Nc3ccc4c(c3)CCC4)C2=O)cc1OC (centres undefined),2%
c1ccc2nc(N3CCOCC3)cnc2c1,4%
Cc1ccc(C(=O)N2CCC(Cc3ccccc3)CC2)cc1S(=O)(=O)N1CCOCC1,u

Continuation:
Results follow in this order: GCN5L2 inh | DT40 TDP1 CPT | TDP1 cell noCPT
- COc1cccc(Cn2cccc(NC(=O)Nc3cccc(C#N)c3)c2=O)c1
  4% | -27% | -22%
- COc1ccccc1N1C(=O)C2C3C=CC(C3)C2(C)C1=O (centres undefined)
  0% | 10% | 4%
- CCC(C(=O)OCc1csc(CC(=O)Nc2ccccc2C)n1)c1ccccc1 (centres undefined)
  -4% | u | u
- Cc1ccc(C(=O)NCC(c2ccc(F)cc2)N2CCOCC2)cc1 (centres undefined)
  u | 0% | 6%
- CCOC(=O)c1oc2cccc(OCC(O)CNC(C)C)c2c1C (centres undefined)
  -1% | 21µM* | u
- Cc1cccc(-n2cc(-c3ccccc3)c3c(N4CCOCC4)ncnc32)c1
  -2% | u | u
- COc1cccc(C(=O)OC(C)C(=O)Nc2ccc3c(c2)OCO3)c1 (centres undefined)
  -5% | 13µM* | 8.2µM*
- CC(=O)N1CCC2(CC1)CCN(c1ccncc1)CC2
  5% | -1% | u
- COc1cc(OC)cc(C(=O)NCC(=O)OCC(=O)Nc2ccc3c(c2)OCO3)c1
  -7% | -7% | 2%
- O=C(Nc1ccncc1)c1ccc(S(=O)(=O)Nc2ccccc2)cc1
  0% | 15µM* | 12µM*
- O=C(CN1CCCCC1)Nc1nnc(-c2ccccc2)s1
  -11% | u | u
- CCC1CCCCN1S(=O)(=O)c1ccc(N2CCCCS2(=O)=O)cc1 (centres undefined)
  5% | u | u
- O=C(NC(=S)N1CCN(c2ccc(O)cc2)CC1)c1cccs1
  1% | u | u
- CN(C)CCCNc1cc(N2CCN(C)CC2)ncn1
  x | -1% | 0%
- O=C(NCCN1CCOCC1)C(=O)NCC1OCCN1S(=O)(=O)c1ccc(Cl)cc1 (centres undefined)
  x | 17% | -24%
